Mtb UGM inh – inhibitors of M. tuberculosis UDP-galactopyranose mutase; purified UGM, fluorescence polarization probe displacement; inhibition, % at 10 µM; 0.06% of 320,000 active; AID 504406; in the data active = inhibition above about 10%, passing the limit was not always enough
Target sequence (P9WIQ1 whole entry, looked up): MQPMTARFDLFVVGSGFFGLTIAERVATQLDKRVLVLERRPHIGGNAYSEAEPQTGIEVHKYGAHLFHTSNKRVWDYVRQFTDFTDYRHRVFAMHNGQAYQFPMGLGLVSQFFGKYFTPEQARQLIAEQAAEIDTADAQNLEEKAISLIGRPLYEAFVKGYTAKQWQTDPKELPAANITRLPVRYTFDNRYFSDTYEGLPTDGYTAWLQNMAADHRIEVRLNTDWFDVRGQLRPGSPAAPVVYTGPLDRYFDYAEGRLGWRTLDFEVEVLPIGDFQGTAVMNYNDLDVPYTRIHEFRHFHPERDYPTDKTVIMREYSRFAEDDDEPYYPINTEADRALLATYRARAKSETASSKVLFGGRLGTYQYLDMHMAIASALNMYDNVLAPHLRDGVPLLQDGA
MazEF act – MazEF (E. coli) toxin RNase activation; P0AE70; FAM/BHQ RNA-DNA oligo cleavage fluorescence, 5 h; activation, % at 20 µM; 0.32% of 350,000 active; AID 504720; in the data active = activation above about 50%
Target sequence (P0AE70 whole entry, looked up): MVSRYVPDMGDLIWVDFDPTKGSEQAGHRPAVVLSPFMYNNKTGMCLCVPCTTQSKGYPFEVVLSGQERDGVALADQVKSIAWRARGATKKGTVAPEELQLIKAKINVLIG
PrPC TRFRET – reduces human prion protein on the cell surface. P04156. inhibition, % at 13.8 µM. 0.43% of 370,000 active. cell surface PrPC, TR-FRET read-out; in the data active = inhibition above about 24%; note: 0% = median of the test wells and 100% = reference compound wells
BioA inh – inhibitors of Mycobacterium tuberculosis BioA enzyme; purified M. tuberculosis BioA enzyme, plate reader; inhibition, % at 9.99 µM; 0.096% of 360,000 active; AID 602481; in the data active = inhibition above about 40%
Rv3671c inh – inhibits the M. tuberculosis serine protease Rv3671c. inhibition, % at 5.96 µM. P9WHR9. 0.048% of 320,000 active. AID 2606; in the data active = inhibition above about 38%;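 note: extracellular domain of Rv3671c used as enzyme; 0% = enzyme with DMSO and 100% = no enzyme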
Target sequence (P9WHR9 whole entry, looked up, the tested form may be a part): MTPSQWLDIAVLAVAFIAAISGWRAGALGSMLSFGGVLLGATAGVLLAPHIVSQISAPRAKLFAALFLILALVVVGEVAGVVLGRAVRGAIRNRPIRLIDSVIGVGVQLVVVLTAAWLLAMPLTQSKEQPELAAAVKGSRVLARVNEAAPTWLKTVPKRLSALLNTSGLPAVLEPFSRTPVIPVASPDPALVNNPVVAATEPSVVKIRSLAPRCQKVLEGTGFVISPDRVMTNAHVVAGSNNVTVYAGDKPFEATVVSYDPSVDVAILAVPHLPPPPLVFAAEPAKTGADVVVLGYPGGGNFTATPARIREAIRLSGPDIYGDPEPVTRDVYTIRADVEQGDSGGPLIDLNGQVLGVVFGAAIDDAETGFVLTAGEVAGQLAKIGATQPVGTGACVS
FadD28 FP inh – blocks FadD28 binding to the bisubstrate probe | fluorescence polarization | 0.22% of 360,000 active | inhibition, % at 12.5 µM; in the data active = inhibition above about 8.5%, passing the limit was not always enough
BoNT-F LC inh – inhibitors of Botulinum neurotoxin F light chain protease; inhibition, % at 10 µM; 0.22% of 360,000 active; Multiplex microsphere protease cleavage assay, flow cytometry; in the data active = inhibition above about 35%, passing the limit was not always enough; note: plate controls were buffer without enzyme for full effect and enzyme alone for no effect
GDH-TPI inh – inhibits GDH-TPI coupling enzymes, artifact for Mtb FBA screen; GDH-TPI coupled enzyme counterscreen, NADH absorbance; inhibition, % at 4.8 µM; 1.2% of 360,000 active; in the data active = inhibition above about 30%;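 note: 0% = DMSO wells and 100% = wells lacking the enzyme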
FBA Mtb inh – inhibits M. tuberculosis FBA enzyme; P9WQA3; 2.3% of 360,000 active; purified M. tuberculosis FBA, fluorescence read-out; inhibition, % at 1 µM; in the data active = inhibition above about 27%;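 note: 0% = vehicle and 100% = reference inhibitor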
Numbers without * were called inactive; . = not tested or not shown; & = joins results of further samples.

SMILES	Mtb UGM inh	MazEF act	PrPC TRFRET	BioA inh	Rv3671c inh	FadD28 FP inh	BoNT-F LC inh	GDH-TPI inh	FBA Mtb inh
COc1cccc(-c2ccc3c(c2)O[C@@H](CN(C)C(=O)C2CCOCC2)[C@H](C)CN([C@H](C)CO)S3(=O)=O)c1	.	2	-4	-0.8&0.3&1.6	.	-4.1	-6	-12	7
COc1ccccc1COC(=O)CN1C(=O)NC2(CCCCC2C)C1=O (stereo not given)	.	8	5	0.8	.	-3.4	.	2	-2
CCOc1ccc(N(CC)C(=O)Cc2c(C(=O)O)n(C)c3ccccc23)cc1	-1.5	3	1	-1.5	1	0.5	-6	0	2
Cc1ccccc1NC(=O)Cn1c(=O)n(C)c2ccccc21	3.3	3	6	-3.6	-1	-2.2	-1	-8	4
CCn1c(SCC(=O)O)nnc1-c1ccccc1	1.6	-3	2	-1.9	-1	-0.6	-3	3	-6
CCc1ccc(-c2ccc(SCc3ccccn3)nn2)cc1	-1.6	0	8	-0.3	-1	-0.6	-6	2	-1
NC(=O)C1CCN(CC(=O)Nc2ccccc2Sc2ccc(Cl)cc2)CC1	0.1	-3	1	2.3	-5	-11	3	-5	0
Cc1ccc(C)c(C(=O)OCC(=O)Nc2cccc(S(=O)(=O)NC3=NCCCCC3)c2)c1	-0.6	-1	-9	-0.6	-8	-2.6	-8	-1	0
COc1ccccc1CNC(=O)C1CCN(S(=O)(=O)c2ccc(-n3cnnn3)cc2)CC1	2.2	6	2	.	1	0.1	8	3	0
O=C(CNC(=O)C1CCCCC1)NCCCO	-0.6	6	-6	-1.5	-6	-0.3	-26	18	6
CC1=C(C(=O)O)N2C(=O)C(NC(=O)c3nn(C)cc3[N+](=O)[O-])C2SC1 (stereo not given)	0.3	-29	-2	-0.5	4	0.1	3	1	-4
CCN(Cc1ccncc1)C(=O)C1CCN(S(=O)(=O)c2cccs2)CC1	-2.1	-28	-4	.	-1	-1.4	4	12	-8
CC(C)c1ccc(CNC(=O)C(=O)NCCCn2ccnc2)cc1	-1.7	-2	6	-0.8	-4	-3.3	-12	-6	5
COc1ccc2oc(=O)c(C(=O)NCc3ccccc3)cc2c1	2.6	6	-3	-1.8	-7	-3.1	1	3	4
COCCNC(=O)Cn1cc(/C=N/NC(=O)c2ccc(Oc3ccc(O)cc3)cc2)c2ccccc21	-0.2	5	3	.	5	-1.7	-4	25	4
O=C(CN1CCN(Cc2ccc(F)cc2)CC1)NCCc1ccccc1	-1.1	-1	-2	-0.9	-3	-3.8	1	9	-1
O=C(NC(=S)NCC1COc2ccccc2O1)c1ccccc1 (stereo not given)	0.5	-8	-3	1.0	-15	-2.8	6	1	1
O=C(Nc1ccc(-c2csc(Nc3cccc(C(F)(F)F)c3)n2)cc1)c1cccc(C(F)(F)F)c1	-1.5	-6	7	-4.2	-11	-7.8	-6	30	-2
Cc1ccc(-c2cc(C(=O)Nc3ccc(S(=O)(=O)Nc4cc(C)on4)cc3)c3ccccc3n2)c(C)c1	-0.6	0	-6	6.1	-8	-3.0	-15	22	0
CC(C)(C)NC(=O)/C(=C\c1ccco1)NC(=O)c1ccco1	-1.3	-6	-2	-3.0	.	0.7	9	10	-1
O=C(Nc1ncc(Cc2cccc(Cl)c2Cl)s1)c1ccc([N+](=O)[O-])cc1	-0.9	2	3	-2.5	2	-0.2	1	0	-2
C/C(=N\NC(=O)c1cccs1)c1ccc2ccccc2c1	-3.0	-14	-5	-2.0	-2	-0.3	-9	10	4
O=C1CCCCCCCN1Cc1ccccc1	2.3	7	1	.	5	-1.8	-7	-7	0
O=C(Nc1ccccc1N1CCOCC1)c1ccncc1	.	0	-5	-1.4	-2	-3.8	-5	0	0
COc1ccc(-n2ccn3c(CCC(=O)N4CCN(c5cccc(C)c5C)CC4)nnc3c2=O)cc1	0.2	7	2	-0.2	4	-2.9	-2	6	0
CCOc1ccc(S(=O)(=O)N2CCN(C(=O)c3cc4ccccc4o3)CC2)cc1	-1.1	3	-4	-1.3	-12	-2.9	.	1	2
NC(=O)C1Cc2ccccc2CN1C(=O)c1nn(Cc2ccccc2)c(=O)c2ccccc12 (stereo not given)	7.1	0	.	-1.5	-8	-1.2	11	1	-2
Cc1cccc(N(C)C(=O)CCS(=O)(=O)c2cc3c(cc2Cl)NC(=O)CO3)c1	-2.0	7	6	-0.4	-3	1.1	-13	9	0
CCOC(=O)N1CCN(S(=O)(=O)c2ccc(C(=O)NNc3nc4c(C)cccc4s3)cc2)CC1	-0.8	2	-4	0.8	11	17*	-4	3	8
CC(C)(C)N(NC(=O)Nc1ccccc1)C(=O)c1ccccc1	0.9	6	6	-0.9	2	-2.1	1	-8	1
COCC(=O)Nc1ccc(N(C)C)cc1	2.1	1	-3	.	-3	0.2	5	8	1
CN(Cc1cccc(Cl)c1Cl)c1ccc(S(=O)(=O)N2CCCCC2)cc1[N+](=O)[O-]	-1.3	-1	3	-1.6	0	-2.0	-4	2	-2
COc1ccccc1N1C(=O)c2ccc(C(=O)Nc3nccs3)cc2C1=O	-0.6	3	2	.	-4	-0.6	-3	4	0
CCOC(=O)CCC(=O)Nc1ccc(S(=O)(=O)N2CCc3ccccc32)cc1	1.1	2	0	-0.5	-11	-0.8	5	9	0
COc1ccc(NC(=O)c2ccc(S(=O)(=O)N(C)C)cc2)cc1OC	0.2	3	8	43*	0	-2.8	14	7	0
CCCc1[nH]nc2c1C(c1cn[nH]c1-c1ccc(F)cc1)C(C#N)=C(N)O2 (stereo not given)	-1.4	-9	.	1.1	-7	-7.6	-3	11	0
CCOc1ccccc1N(CC(=O)Nc1ccccc1C(=O)N1CCCC1)S(C)(=O)=O	0.0	4	0	0.6	-10	-0.2	-1	2	-1
COc1ccc(N2CC(C)(C)C2=O)cc1	-0.1	3	9	-0.7	4	-3.0	4	-3	1
COC(=O)c1ccc(CN2CCN(C3CCCCC3)C(CCO)C2)cc1 (stereo not given)	1.1	1	-7	.	2	-0.4	-3	-12	-1
COc1ccc(C2=CSC3=NCCN23)cc1F	-1.4	-6	-8	.	0	-3.9	-5	-1	3
COCCCn1c(Cc2csc(Nc3ccc(F)cc3)n2)nnc1SCC(N)=O	-0.4	0	.	28	13	-2.6	-2	-2	-1
Cc1ccc(C(=O)NCCc2ccc(F)cc2)s1	-0.7	3	0	-0.5	1	-2.3	3	1	8
COc1cc(CC(=O)OCC(=O)N2CC(C)CC(C)C2)cc(OC)c1OC (stereo not given)	0.5	6	0	0.4	-2	.	-4	4	2
CC12CCC(C(=O)NC(c3ccccc3)c3ccccc3)(OC1=O)C2(C)C (stereo not given)	3.8	-9	4	.	-4	-1.3	5	-1	3
Cc1cccc(C)c1NC(=O)CN1CCN(C(=O)CN2C(=O)NC3(CCCCC3C)C2=O)CC1 (stereo not given)	.	-1	-3	-1.1	.	-0.2	4	3	3

Single records (already shown). Order of values: Mtb UGM inh	MazEF act	PrPC TRFRET	BioA inh	Rv3671c inh	FadD28 FP inh	BoNT-F LC inh	GDH-TPI inh	FBA Mtb inh
COCC(=O)Nc1ccc(N(C)C)cc1 is entered as 2.1	1	-3	.	-3	0.2	5	8	1
COC(=O)c1ccc(CN2CCN(C3CCCCC3)C(CCO)C2)cc1 (stereo not given) is entered as 1.1	1	-7	.	2	-0.4	-3	-12	-1
Cc1cccc(C)c1NC(=O)CN1CCN(C(=O)CN2C(=O)NC3(CCCCC3C)C2=O)CC1 (stereo not given) is entered as .	-1	-3	-1.1	.	-0.2	4	3	3

(list continues)
Every second line gives: Mtb UGM inh	MazEF act	PrPC TRFRET	BioA inh	Rv3671c inh	FadD28 FP inh	BoNT-F LC inh	GDH-TPI inh	FBA Mtb inh
CCC(CO)Oc1cc(NCc2cccc(Cl)c2)c2ncn(C(C)C)c2c1 (stereo not given)
 : -0.2	5	.	-0.1	3	0.5	5	14	1
CCc1nnc(NC(=O)c2ccc(N(C)S(=O)(=O)c3ccccc3)cc2)s1
 : 0.6	-4	0	2.1	-11	-3.1	-5	1	1
CCCCn1c(N)c(N(CC(C)C)C(=O)c2ccc(OCC3CCCO3)cc2)c(=O)[nH]c1=O (stereo not given)
 : -0.4	-3	4	-0.7	0	-1.3	10	3	3
O=C1c2ccccc2C(=O)N1CN(C(=O)COc1ccc(Cl)cc1Cl)c1cccc(F)c1
 : -3.2	-2	3	-2.6	-11	-3.2	3	-6	1
CC(C)C(=O)Nc1ncc(Cc2cccc(Cl)c2)s1
 : 4.1	-5	7	.	-8	-7.2	-5	6	-1
CCOc1cc(N2CCOCC2)c(OCC)cc1NC(=O)COC(=O)c1c(C)noc1C
 : .	6	-1	-0.6	.	-4.8	-4	1	-2
Cc1c(C(=O)N2CCC(C)CC2)oc2ccc3c(c12)C(O)CC1(CCCCC1)O3 (stereo not given)
 : 2.0	-8	16	0.3	-4	-4.7	8	1	2
COCCCn1c(=O)c2sccc2n(Cc2ccc(C)cc2)c1=O
 : 0.3	6	-2	-1.0	1	-1.0	-16	-4	3
O=C(CSc1ccccc1)Nc1nnc(-c2ccco2)o1
 : 8.0	-5	-2	.	3	-2.6	-2	-2	-2
CC1Cc2ccccc2N1C(=O)CSc1nnnn1C1CCCC1 (stereo not given)
 : 0.1	0	-3	-3.1	-7	-1.0	6	-9	-3
O=C(CS(=O)CC(=O)N(CC(=O)NC1CCCC1)C1CCCCC1)Nc1ccc(F)cc1 (stereo not given)
 : 0.1	-1	-1	-1.8	-4	-2.0	5	8	-1
O=C(C1CC1)N1CCc2cc(Br)cc(S(=O)(=O)NCc3ccc4c(c3)OCO4)c21
 : 2.0	1	-1	-0.9	-9	-3.0	-8	-5	3
COc1ccccc1N(CC(O)CN1CCC(C)CC1)S(=O)(=O)c1ccccc1 (stereo not given)
 : -0.3	7	-15	-0.6	9	-3.2	1	0	-1
CCc1nc(Nc2ccccc2)c2nnn(Cc3ccccc3)c2n1
 : -0.3	4	8	0.4	-5	-2.2	-4	8	6
Cn1c(=O)c2c(nc(NCc3cccnc3)n2Cc2ccc(Cl)cc2)n(C)c1=O
 : 1.0	4	7	7.9	-5	-2.1	3	-7	-1
O=C(NCc1ccco1)c1ccc(S(=O)(=O)N2CCCc3ccccc32)cc1
 : -0.5	-3	8	-0.3	-6	-4.1	-5	8	-2
COC(=O)c1ccc(CNC(=O)C2CCC(=O)N(C3CCCCCC3)C2)cc1 (stereo not given)
 : -3.7	3	0	-1.4	-1	-4.1	6	-9	-5
O=C(Nc1cccc(Cl)c1)Nc1cccc(C(=O)O)c1
 : -0.4	-6	11	0.8	5	-6.5	17	-14	1

Ordered by heavy-atom count (largest number first): part of the list above.
Every second line gives: Mtb UGM inh	MazEF act	PrPC TRFRET	BioA inh	Rv3671c inh	FadD28 FP inh	BoNT-F LC inh	GDH-TPI inh	FBA Mtb inh
CCCCn1c(N)c(N(CC(C)C)C(=O)c2ccc(OCC3CCCO3)cc2)c(=O)[nH]c1=O (stereo not given)
 : -0.4	-3	4	-0.7	0	-1.3	10	3	3
Cc1c(C(=O)N2CCC(C)CC2)oc2ccc3c(c12)C(O)CC1(CCCCC1)O3 (stereo not given)
 : 2.0	-8	16	0.3	-4	-4.7	8	1	2
CCc1nc(Nc2ccccc2)c2nnn(Cc3ccccc3)c2n1
 : -0.3	4	8	0.4	-5	-2.2	-4	8	6
CC1Cc2ccccc2N1C(=O)CSc1nnnn1C1CCCC1 (stereo not given)
 : 0.1	0	-3	-3.1	-7	-1.0	6	-9	-3
O=C(CSc1ccccc1)Nc1nnc(-c2ccco2)o1
 : 8.0	-5	-2	.	3	-2.6	-2	-2	-2

Compound activity from PubChem.
